Assay outcomes from PubChem.
MEKK2 mut-MEK5: signal of MEK5 binding to mutant human MEKK2 PB1 domain | bead flow cytometry, Alexa488-MEK5 binding to MEKK2 mutant | percent response, % at 10 µM | 290,000 tested, 0.35% active; in the data active means percent response above about 24%, passing the limit was not always enough; further: inactives centre near 1; some results filed as inactive read as strong as hits
CRFR2-BP antag: CRF-BP/CRF-R2 complex antagonism; HEK293 CRF-R2/CRF-BP, CRF-induced calcium fluorescence; inhibition, % at 11.8 µM; 350,000 tested, 0.59% active;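 active means inhibition of the ligand-induced calcium signal above about 50% at the single tested concentration, limit read from the data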
GalR3 antagonist: human GalR3 antagonism; O60755; HEK293 GalR3-CNG cAMP membrane potential fluorescence; galR3 body fused to GalR1 C-terminus; inhibition, % at 3 µM; 360,000 tested, 0.44% active; AID 651719;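 active means inhibition above the screen-wide average plus 3 SD, cut at about 13% in these data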;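 further: forskolin and galanin both at EC90 stimulate the cells; cAMP rise reported by CNG channel membrane potential dye signal; 0% = forskolin plus galanin with DMSO and 100% = forskolin alone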
Target sequence (O60755 1-299 limits assumed): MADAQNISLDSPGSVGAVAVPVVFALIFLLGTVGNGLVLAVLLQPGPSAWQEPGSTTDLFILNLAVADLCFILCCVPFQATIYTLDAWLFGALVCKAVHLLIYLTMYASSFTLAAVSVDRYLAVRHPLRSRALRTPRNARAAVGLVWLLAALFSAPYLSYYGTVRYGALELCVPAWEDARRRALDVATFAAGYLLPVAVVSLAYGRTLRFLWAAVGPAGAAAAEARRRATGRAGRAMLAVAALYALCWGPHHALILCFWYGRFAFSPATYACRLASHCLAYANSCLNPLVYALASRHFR
DNA FID counter: fluorescent intercalator displacement, NS3 helicase counter-screen | inhibition, % at 7.9 µM | 290,000 tested, 0.17% active | DNA fluorescent intercalator displacement, fluorescence; in the data active means inhibition above about 37%;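 further: 0% = vehicle and 100% = reference compound; higher means more ethidium bromide displaced from hairpin DNA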
MEKK2 WT-MEK5: raises or lowers MEK5 binding to wildtype human MEKK2 PB1 domain; bead flow cytometry, Alexa488-MEK5 binding to MEKK2 WT; actives lie on both sides; Q9Y2U5; binding response (% of control), % at 10 µM; 290,000 tested, 1.1% active; in the data active means binding response below about 67% or above about 130%; inconclusive means no clear call, values can overlap the other calls; inactive means in between
NS3 helicase inh: inhibitors of Hepatitis C virus NS3 helicase. AID 1800. NS3 helicase DNA unwinding, Cy5 molecular beacon fluorescence. 290,000 tested, 0.56% active. inhibition, % at 10.9 µM;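 active means inhibition above the mean of all tested compounds plus 3 SD, set per campaign, cut at about 35% in these data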;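 further: 0% = DMSO wells and 100% = thioflavine S control wells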
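assay system = NS3 helicase fragment of HCV | buffer or medium = MOPS pH 6.5, MgCl2, DTT, Tween20, BSA | timing = 60 min unwinding reaction at 25 °C after ATP addition | signal = Cy5 beacon fluorescence read at start and 1 h | read-out basis = % inhibition of unwinding | control set = low DMSO, high thioflavine S at 110 µM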
MEKK3 PB1 HTS: modulators (inhibitors or enhancers) of MEK5 binding to human MEKK3 PB1 domain | 290,000 tested, 1.4% active | binding response (% of control), % at 10 µM | bead-based flow cytometry, Alexa488-MEK5 binding to MEKK3; actives lie on both sides; 0 = blocked by unlabeled MEK5, 100 = vehicle;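 active means binding response more than 3 SD above or below the average of its plate-row segment, actives on both sides; inconclusive means wells at one plate position flagged as instrument error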;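 further: Alexa488 bead fluorescence after subtracting the streptavidin-only scavenger bead signal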
Target sequence (Q99759 whole entry, looked up, the tested form may be a part): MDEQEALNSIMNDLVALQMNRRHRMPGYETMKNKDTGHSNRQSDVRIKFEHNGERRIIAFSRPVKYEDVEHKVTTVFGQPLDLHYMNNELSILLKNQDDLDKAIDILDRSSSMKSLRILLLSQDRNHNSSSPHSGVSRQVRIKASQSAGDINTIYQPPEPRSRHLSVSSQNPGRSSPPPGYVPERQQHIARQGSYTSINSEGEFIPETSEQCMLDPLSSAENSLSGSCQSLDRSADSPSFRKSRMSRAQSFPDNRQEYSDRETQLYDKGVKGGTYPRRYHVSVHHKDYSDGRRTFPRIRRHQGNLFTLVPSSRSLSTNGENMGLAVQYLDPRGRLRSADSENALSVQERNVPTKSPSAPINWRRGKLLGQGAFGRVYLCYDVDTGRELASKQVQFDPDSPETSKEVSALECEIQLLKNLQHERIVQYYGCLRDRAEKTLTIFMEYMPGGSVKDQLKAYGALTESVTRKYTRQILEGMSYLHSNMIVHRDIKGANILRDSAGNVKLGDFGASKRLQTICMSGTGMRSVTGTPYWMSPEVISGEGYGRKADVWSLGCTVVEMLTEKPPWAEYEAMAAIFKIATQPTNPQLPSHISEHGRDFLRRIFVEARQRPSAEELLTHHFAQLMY
SUMO HTRF inh: inhibitors of human SUMOylation (UBC9) | inhibition, % at 35 µM | 290,000 tested, 0.36% active | HTRF SUMOylation assay, SAE1/SAE2 + UBC9, in vitro; in the data active means inhibition above about 50%, passing the limit was not always enough; inconclusive means no clear call, values can overlap the other calls; further: strong numbers were not always called active
Target sequence (P63279 whole entry, looked up): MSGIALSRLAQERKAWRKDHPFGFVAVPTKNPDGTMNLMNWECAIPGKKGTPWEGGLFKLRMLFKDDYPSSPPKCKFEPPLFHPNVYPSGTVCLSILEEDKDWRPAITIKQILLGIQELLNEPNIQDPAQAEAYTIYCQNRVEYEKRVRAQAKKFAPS
CRFR2-BP ag: CRF-BP/CRF-R2 complex agonism | HEK293 CRF-R2/CRF-BP, calcium dye fluorescence (FLIPR); percent of saturating CRF peptide response | activation, % at 13.2 µM | 350,000 tested, 0.46% active;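 active means activation of at least 50%, plus an integration ratio under a set limit after plate pattern correction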;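 further: plate controls were neutral control wells without compound for no effect and CRF at EC100 for full effect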
* hit, by the source's call; ? = inconclusive; . = no result given; [ ] = dose if it differs, or a comment. The list is partial; count on the stated rates, not on these rows.

SMILES | MEKK2 mut-MEK5 | CRFR2-BP antag | GalR3 antagonist | DNA FID counter | MEKK2 WT-MEK5 | NS3 helicase inh | MEKK3 PB1 HTS | SUMO HTRF inh | CRFR2-BP ag
COCCOC(=O)c1c(N)n(Cc2ccc(OC)cc2)c2nc3ccccc3nc12 | 5 | 16 | -4 | -21 | 108 | -2 | 107 | 21 | -3.3
CCOP(=O)(Cc1cc(C#N)oc1C)OCC | -1 | -7 | 2 | 4 | 108 | 5 | 103 | -5 | 2.1
O=C(COc1ccccc1)NCCc1cnc[nH]1 | 14 | -17 | -6 | -5 | 106 | -2 | 104 | 0 | 0.6
Cc1c(C)c2ccc(OCC(=O)N3C[C@H]4C[C@@H](C3)c3cccc(=O)n3C4)cc2oc1=O | 2 | 11 | -1 | -14 | 105 | -2 | 101 | 34 | -3.8
O=c1[nH]c(=O)n(C2CCCCC2)c(O)c1/C=C/C=Nc1ccccc1 | 6 | -130 | 3 | -9 | 90 | 12 | 104 | 18 | 112*
O=C(c1ccc2c(c1)N(Cc1ccccc1)CCS2)N1CCC2(CC1)OCCO2 | 0 | -3 | -4 | -61 | 102 | -12 | 105 | 18 | 0.9
Cc1ccccc1NC(=O)NCCN1CC1 | 23 | 14 | -7 | -3 | 144* | -53 | 95 | 4 | 0.5
O=c1[nH]c(O)c(C=Nc2ccc(Cl)c(C(F)(F)F)c2)c(=O)[nH]1 | 5 | -17 | -2 | 1 | 104 | 10 | 103 | -2 | -0.8
Cc1ccc2c(c1)=C/C(=C\c1c(O)[nH]c(=O)[nH]c1=O)C(=O)N=2 | 24 | -27 | 10 | -1 | 99 | 8 | 101 | 39 | 0.0
C/C(=N\NC(=O)c1ccccc1)c1c(O)n(C2CCCCC2)c(=O)[nH]c1=O | -2 | 0 | -3 | -28 | 102 | 8 | 97 | -6 | 0.0
CC(C)Cc1[nH]c(=O)c(C#N)c2c1CCC2 | 3 | 6 | -3 | -5 | 104 | 4 | 104 | 25 | 0.3
Oc1ccc(C[C@H]2NCCc3cc(O)c(O)cc32)cc1O | 8 | 3 | 37* | 0 | 106 | 3 | 106 | 28 | -0.1
COC(=O)CC1(CC(=O)OC)C(=O)N(c2ccccc2)C(=O)N(c2ccccc2)C1=O | 5 | -22 | -9 | -12 | 102 | 11 | 104 | 1 | 10
COc1cccc(CNC(=O)CCC(=O)N2C[C@H]3C[C@H](C2)c2cccc(=O)n2C3)c1OC | 0 | -5 | -3 | -3 | 103 | 2 | 103 | -8 | -0.6
CNCCc1ccccc1 | 4 | . | . | . | 93 | . | 100 | 10 | .
C=CCN(c1ccc(C(=O)N(CC)CC)cc1)S(C)(=O)=O | 4 | -11 | 7 | -6 | 110 | 0 | 123 | -9 | -1.3
c1ccc(NC2=NCCS2)cc1 | -22 | 10 | 5 | -2 | 94 | -1 | 89 | 0 | -0.1
Cc1cc(OCC(=O)N2CCC(C(=O)O)(c3ccccc3)CC2)c2c(C)c(C)c(=O)oc2c1 | -1 | 7 | -4 | -26 | 101 | 4 | 98 | 17 | 0.5
COC(=O)C1=C(c2ccc(S(C)(=O)=O)cc2)C[C@@H]2CC[C@H]1N2C(=O)NC1CC1 | 4 | -3 | 0 | . | 106 | . | 106 | . | 0.1
Cc1ccc(C2=NCC(=O)N(CC(=O)N3CCCCC3)c3sc(C)c(C)c32)cc1 | -3 | -2 | -4 | -41 | 99 | -10 | 103 | -27 | 0.4
CCc1ccc(CN2CCN(C(=O)Cc3ccccc3)CC2)cc1 | 0 | 7 | -6 | -10 | 97 | 12 | 104 | 17 | -0.3
O=C1NC(=O)N(Cc2ccc(F)cc2)C(=O)/C1=C\c1ccc(N2CCCC2)cc1 | 10 | -40 | -7 | -8 | 18* | 15 | 93 | 36 | 14
CC(=O)OC1N=C(c2ccccc2)c2cc(Br)ccc2NC1=O (configuration not stated) | 1 | -3 | -7 | -9 | 97 | -1 | 99 | -11 | 1.0
O=C1c2ccccc2C(=O)N1Cc1nc2ccccc2c(=O)n1-c1ccccn1 | 7 | 6 | -4 | -6 | 109 | 0 | 104 | -8 | 0.7
CC1(C)OC(c2ccccc2)=C/C(=C/C=C2C(=O)NC(=S)NC2=O)O1 | -13 | -194 | -6 | -3 | -5.0*[inhibitor] | -4 | 73*[inhibitor] | 16 | 144*
COc1ccc(C(=O)C2CCCN(Cc3cnc(C)s3)C2)c(OC)c1 (configuration not stated) | -17 | -7 | -5 | -1 | 82 | 2 | 85 | 15 | 0.7
CC(=NCCO)c1c(O)n(C)c(=O)n(C)c1=O | -12 | 0 | -1 | -6 | 82 | 7 | 78 | 13 | 0.1
C[C@H]1OC[C@@H](C[N+](C)(C)C)O1 | 4 | -18 | . | -2 | 101 | -2 | 84 | -10 | 38
CC12CC[C@H]3[C@@H](CCC4(O)C[C@H](O)CCC34/C=N/NC(=O)c3ccccc3O)C1(O)CCC2C1=CC(=O)OC1 (some centres not stated) | -1 | -3 | 30* | -35 | 100 | -7 | 99 | 12 | 1.6
Cc1cccc(NC(N)=S)c1 | 2 | -11 | -5 | 1 | 96 | 6 | 95 | 8 | 1.5
CCOC(=O)c1cc(CC)sc1/N=C/C1C(=O)NC(=S)NC1=O | 1 | -15 | 0 | 3 | 97 | 11 | 100 | -5 | 9.9
O=C(Cc1ccccc1)N1CCN(CC2CC3C=CC2C3)CC1 (configuration not stated) | -2 | -15 | -7 | -3 | 108 | 5 | 108 | 6 | -1.3
O=c1[nH]c(=O)n(C2CCCCCC2)c(O)c1C=NCc1cccnc1 | -2 | -1 | -1 | -12 | 96 | -9 | 103 | 5 | -0.1
Oc1cccc(/C=N/NP(=S)(c2ccccc2)c2ccccc2)c1 | -3 | 2 | -7 | -3 | 95 | 5 | 103 | -6 | 0.7
CCCCCn1c(=O)c(C(=O)Nc2ccccc2S(N)(=O)=O)c(O)c2ccccc21 | -1 | 0 | -4 | -9 | 109 | 10 | 119 | -1 | -0.1
CN(C)C(=O)Oc1ccc2ccccc2c1Cl | -4 | 1 | 1 | -6 | 92 | -6 | 98 | 2 | -0.3
Cc1nc2ccccc2c(=O)n1-c1cc(F)ccc1F | -1 | -2 | 5 | -1 | 92 | -1 | 99 | 2 | -1.1
O=[N+]([O-])c1cc2c(cc1CNCCc1ccc3c(c1)OCO3)OCO2 | 26 | 11 | -8 | 4 | 112 | 1 | 108 | 6 | -1.2
O=C(NC(=O)c1c(F)cccc1F)Nc1cc(Cl)c(F)c(Cl)c1F | -38 | -21 | -9 | -1 | ? | 3 | 98 | 8 | -3.1
Nc1ccc([As](=O)(O)O)cc1 | 2 | 18 | . | 0 | 97 | 7 | 88 | 4 | -0.2
CCN(CC)CCN=Cc1c(O)n(CCC2=CCCCC2)c(=O)[nH]c1=O | 1 | 13 | -4 | -2 | 103 | -8 | 103 | 15 | 1.3
Cc1ccc(NC2=NCCCS2)cc1Cl | 6 | 0 | -11 | -4 | 106 | -2 | 101 | 4 | -1.3
Cn1c(O)c(C(=N)COc2ccccc2)c(=O)n(C)c1=O | 7 | 9 | -6 | 0 | 109 | -5 | 108 | 2 | 0.7
CC12CN3C(O)C(C)(C1)CC(C)(C2)C3O (configuration not stated) | -7 | 12 | -2 | 3 | 94 | 2 | 87 | 6 | -0.3
O=C(C[N+]12CCC(CC1)C(CO)C2)c1ccc(Br)cc1 (configuration not stated) | 4 | 2 | -5 | -3 | 101 | 8 | 99 | 10 | -1.1
COc1cc(Br)c(CNCCc2ccc3c(c2)OCO3)cc1OC | 6 | 2 | 1 | 8 | 111 | -18 | 105 | 19 | -1.1
O=C(NC1CCCCC1)[C@@H]1CC=C[C@@H]2CCN(Cc3ccccc3)C(=O)[C@@H]21 | 2 | -3 | -4 | . | 99 | . | 101 | . | -1.1
COC(=O)C(O)(c1ccc(N=Cc2ccccc2O)c(C)c1)C(F)(F)F (configuration not stated) | -1 | 33 | 5 | -1 | 108 | 2 | 102 | 2 | -5.8
O=c1[nH]c(=S)n(-c2cccc(Cl)c2)c(O)c1C=NCCN1CCNCC1 | 8 | 6 | -10 | -3 | 114 | -24 | 106 | 12 | -1.3
Cc1cc(OCCCC(=O)NCc2cccs2)ccc1Cl | -1 | -5 | -1 | -18 | 103 | -2 | 101 | 8 | -0.7
CC12CN3CC(C)(CN(C1)C3c1cccs1)C2 (configuration not stated) | 2 | 1 | -5 | 1 | 105 | -5 | 104 | 23 | 0.3
CSc1ncc(Cl)c(C(=O)O)n1 | 1 | 11 | -3 | 1 | 102 | -1 | 97 | 18 | -0.2
Cn1c(O)c(/C=N/N2CCOCC2)c(=O)n(C)c1=S | -1 | -14 | -2 | -6 | 91 | 10 | 91 | -14 | -0.7
CC(C)NC(C)C(=O)C12CC3CC(CC(C3)C1)C2 (configuration not stated) | . | 7 | -2 | 5 | . | 7 | . | 0 | 2.3
CC(C)Oc1cccc(C(=O)C2CCCN(C3CCOCC3)C2)c1 (configuration not stated) | -6 | 3 | -2 | 5 | 87 | 4 | 96 | 14 | -1.0
CCN(CC)C(=O)c1ccc(NC(=O)CSc2nnnn2-c2cc(OC)ccc2OC)cc1 | 6 | -7 | -1 | -42 | 103 | 1 | 104 | -3 | -1.0
CCN1C(=O)C(=C2C=C(C)OC(C)=C2)C(=O)N(CC)C1=S | -7 | -1 | -1 | 4 | 83 | -10 | 97 | 2 | -2.4
O=C(OCC(=O)c1ccc([N+](=O)[O-])cc1)/C(=C\c1ccc(Cl)cc1)NC(=O)c1ccccc1 | -4 | -5 | 2 | 0 | 91 | 0 | 95 | 11 | 5.5
O=c1[nH]c(O)c(C=Nc2cc(F)cc(F)c2)c(=O)[nH]1 | 3 | -1 | -2 | 8 | 106 | 5 | 103 | -3 | 0.3
CN(C)C(=O)Oc1cccc(-c2cn3cc(Cl)ccc3n2)c1 | -2 | -9 | -13 | -24 | 100 | -4 | 93 | 3 | -1.6
FC(F)(F)c1ccccc1CN1CCN(Cc2ccccc2)CC1 | 3 | -8 | -4 | 17 | 105 | 2 | 102 | 10 | -1.6
CCCOC(=O)COc1cc(C)cc2oc(=O)c3c(c12)CCC3 | -20 | -28 | -3 | -3 | 73 | 1 | 66 | 16 | -6.4
CN(C)C(=O)Oc1ccnc2cc(Cl)ccc12 | -4 | -3 | -1 | -4 | 98 | 4 | 100 | 9 | -0.8

A different layout for some results above.
| SMILES | MEKK2 mut-MEK5 | CRFR2-BP antag | GalR3 antagonist | DNA FID counter | MEKK2 WT-MEK5 | NS3 helicase inh | MEKK3 PB1 HTS | SUMO HTRF inh | CRFR2-BP ag |
| --- | --- | --- | --- | --- | --- | --- | --- | --- | --- |
| O=C(OCC(=O)c1ccc([N+](=O)[O-])cc1)/C(=C\c1ccc(Cl)cc1)NC(=O)c1ccccc1 | -4 | -5 | 2 | 0 | 91 | 0 | 95 | 11 | 5.5 |
| O=c1[nH]c(O)c(C=Nc2cc(F)cc(F)c2)c(=O)[nH]1 | 3 | -1 | -2 | 8 | 106 | 5 | 103 | -3 | 0.3 |
| CN(C)C(=O)Oc1cccc(-c2cn3cc(Cl)ccc3n2)c1 | -2 | -9 | -13 | -24 | 100 | -4 | 93 | 3 | -1.6 |
| FC(F)(F)c1ccccc1CN1CCN(Cc2ccccc2)CC1 | 3 | -8 | -4 | 17 | 105 | 2 | 102 | 10 | -1.6 |
